# Mot1-301 SUMO: inhibitors of SUMOylation pathway: yeast Mot1-301 growth rescue; S. cerevisiae Mot1-301 growth rescue, ATP luminescence, 38.5C; percent above DMSO median, 100 means doubled; actives 1% (n = 320,000); AID 2716; growth rescue, % at 18.8 µM;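 active = every valid replicate shows activation above 250% relative to neutral control wells; inactive = the rest, any valid replicate at or below 250%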;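 also: OY570 slx delta 5 strain wells were the positive control but not used for scaling; some compounds called inactive have numbers as strong as hits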
# Pemphigus Ab inh: blocks pemphigus antibody binding to human desmoglein-3 | binding (percent of control), % at 10 µM | DSG3-coupled beads, scFv-anti-DSG3-GFP binding, flow cytometry; hits give low values | actives 0.48% (n = 310,000) | P32926;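 active = binding more than 3 SD below its plate's average and above zero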;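 also: hits lower antibody fragment binding to DSG3; some compounds called inactive have numbers as strong as hits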
# Target sequence (P32926 whole entry, looked up, the tested form may be a part): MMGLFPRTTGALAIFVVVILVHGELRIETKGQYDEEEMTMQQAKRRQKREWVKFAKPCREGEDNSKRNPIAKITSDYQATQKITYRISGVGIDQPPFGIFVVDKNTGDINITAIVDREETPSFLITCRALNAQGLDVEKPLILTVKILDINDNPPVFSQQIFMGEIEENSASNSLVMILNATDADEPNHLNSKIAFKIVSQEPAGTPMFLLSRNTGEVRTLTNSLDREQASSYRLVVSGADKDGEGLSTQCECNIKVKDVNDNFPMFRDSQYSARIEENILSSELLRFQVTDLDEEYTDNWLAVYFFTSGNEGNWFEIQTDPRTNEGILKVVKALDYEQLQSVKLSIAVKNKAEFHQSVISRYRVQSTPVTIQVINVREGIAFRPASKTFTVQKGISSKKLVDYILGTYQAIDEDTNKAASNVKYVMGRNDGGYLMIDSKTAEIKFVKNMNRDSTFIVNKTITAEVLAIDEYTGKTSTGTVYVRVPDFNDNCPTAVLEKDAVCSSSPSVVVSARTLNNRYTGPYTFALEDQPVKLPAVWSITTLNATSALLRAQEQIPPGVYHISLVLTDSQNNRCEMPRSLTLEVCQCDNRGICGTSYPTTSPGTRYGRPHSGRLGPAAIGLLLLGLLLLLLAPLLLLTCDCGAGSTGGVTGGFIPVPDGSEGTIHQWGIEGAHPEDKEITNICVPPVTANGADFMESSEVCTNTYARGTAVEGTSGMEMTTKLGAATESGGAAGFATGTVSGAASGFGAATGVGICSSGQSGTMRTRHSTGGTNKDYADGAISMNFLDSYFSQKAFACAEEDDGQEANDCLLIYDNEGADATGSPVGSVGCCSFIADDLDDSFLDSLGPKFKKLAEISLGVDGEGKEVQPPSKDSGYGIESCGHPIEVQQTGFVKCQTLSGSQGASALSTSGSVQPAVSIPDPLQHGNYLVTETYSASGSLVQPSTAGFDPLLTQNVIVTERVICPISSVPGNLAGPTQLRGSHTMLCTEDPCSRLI
# AddAB inh: less growth of phage-infected E. coli with AddAB | E. coli expressing H. pylori AddAB, absorbance growth | inhibition, % at 11.9 µM | actives 0.29% (n = 330,000) | AID 435030; in the data active = inhibition above about 12%;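 also: 0% = vehicle wells of infected cells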
# phage Ecoli inh: E. coli growth loss with phage present; growth absorbance; AID 651602; actives 0.26% (n = 360,000); inhibition, % at 11.9 µM; in the data active = inhibition above about 11%
# PKA-R1A act: activators of PKA-R1A complex; PKA-R1A dissociation, Cy5-IP20 fluorescence polarization; scaled: DMSO 0%, 113 µM cGMP 100%; activation, % at 11.4 µM; actives 0.083% (n = 340,000);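 active = percent activation above the mean of all tested compounds plus 3 SD, cut at about 19% in these data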;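 also: higher means more PKAc released from R1A so a rise in polarization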
# E coli growth: bacterial growth inhibition, counter-screen for AddAB inhibitors | actives 0.27% (n = 330,000) | inhibition, % at 11.9 µM | E. coli V3065 growth, OD600 absorbance, 18 h;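 active = inhibition above the campaign's mean inhibition across all tested compounds plus 3 SD, cut at about 9.9% in these data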;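 also: uninfected addAB+ strain grown without phage in ampicillin broth; 0% = DMSO wells and 100% = ciprofloxacin 0.95 µg/ml wells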
# OPRM1-OPRD1 inv: inverse agonist of human OPRM1-OPRD1 heterodimerization; actives 0.21% (n = 340,000); cell-based MOR-DOR heterodimer luminescence, inverse agonism; inhibition, % at 9.3 µM; P35372+P41143; in the data active = inhibition above about 22%, passing the limit was not always enough;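 also: 0% = cells with DMSO and 100% = wells without cells with DMSO; values of inactives mirror those of a sister screen read the other way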
# Tat export inh: blocks Tat-dependent protein export in E. coli; E. coli MC4100 TorA-mCherry Tat export, fluorescence; inhibition, % at 10 µM; actives 0.036% (n = 340,000); AID 488895;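 active = mean replicate inhibition at least 50% and at least half of replicates individually reaching 50%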;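 also: exported cargo escapes ClpAP degradation while cytoplasmic cargo is degraded and loses fluorescence; 0% = median of neutral control wells and 100% = median of NaSCN control wells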
# OPRM1-OPRD1 ag: agonists of human mu-delta opioid receptor heterodimerization; cells, OPRM1-OPRD1 heterodimerization, luminescence; activation, % at 9.3 µM; actives 0.3% (n = 340,000); AID 504326; in the data active = activation above about 18%;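 also: 0% = vehicle-treated cells and 100% = reference agonist; values of inactives mirror those of a sister screen read the other way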
# Arr AP2 block: inhibitors of human beta-arrestin and AP2 interaction; FITC-arrestin peptide / GST-AP2 beads, flow cytometry; AP2 beta2 appendage carries R879A mutation; inhibition, % at 10 µM; actives 0.31% (n = 340,000);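 active = inhibition above a set limit, near 3 SD of compounds lacking own fluorescence, cut at about 54% in these data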;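 also: plate controls were DMSO wells for no effect and 5 µM unlabelled arrestin peptide for full effect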
#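 System: GST-AP2 R879A glutathione beads | Also added: FITC-arrestin peptide, 50 nM | Times: 12 min plus 1 h, RT | Signal: Bead flow cytometry, FITC channel | Buffer or medium: PBS with 0.05% Tween 20 and 0.1% BSA | Read-out basis: Percent drop in bead-associated FITC signal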
# PfHsp90 yeast 2: growth inhibition of yeast expressing Plasmodium Hsp90; inhibition, % at 9.4 µM; AID 504621; S. cerevisiae expressing PfHsp90, BacTiter-Glo ATP, 48 h; yeast lacking PDR1 and PDR3 efflux regulators; actives 0.32% (n = 310,000);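 active = every replicate shows inhibition above about 80%, whatever the replicate mean, limit read from the data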;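 also: 0% = DMSO neutral controls and 100% = 20 µM radicicol positive controls; yeast relying on Plasmodium falciparum Hsp90 in place of its own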
# The depositor's hits bear a star; . = no result given.
SMILES,Mot1-301 SUMO,Pemphigus Ab inh,AddAB inh,phage Ecoli inh,PKA-R1A act,E coli growth,OPRM1-OPRD1 inv,Tat export inh,OPRM1-OPRD1 ag,Arr AP2 block,PfHsp90 yeast 2
CC1CN(C(=O)c2cc3cc(Br)ccc3[nH]2)CC(C)O1 (stereo not drawn),13,101,-0.7,-1.8,-3,1.6,3,6,-0.6,29,23
Cc1cccc(OCC(=O)N(Cc2ccco2)C2CCS(=O)(=O)C2)c1 (stereo not drawn),3,112,0.0,1.4,6,0.6,0,1,0.0,-5,5
CCc1cc2c(cc3c(=O)n(CC(=O)NCCCN4CC(C)CC(C)C4)ncn32)s1 (stereo not drawn),.,100,.,4.6,3,.,6,-7,-1.0,18,7
O=c1c2ccccc2c(C=Nc2cccc(S(=O)(=O)NCc3ccco3)c2)c(O)n1-c1ccc(Cl)cn1,-11,102,0.0,1.7,-1,0.8,-1,-3,0.1,36,-3
O=C1CCCC/C=C\C[C@H](CC(=O)N(CCO)Cc2ccccc2)C(=O)NCCO1,-14,102,3.1,2.8,-10,-0.6,12,-7,-2.1,4,15
CC1(C2CC2)NC(=O)NC1=O (stereo not drawn),-11,97,-0.2,0.3,-10,-2.7,18,2,-3.6,4,16
Cc1cc(NC(=O)CCCn2nc(C)c([N+](=O)[O-])c2C)no1,-16,93,-1.4,-2.7,-11,-0.9,14,0,-2.6,-14,-8
COc1cccc(CNC(=O)C2Cc3ccccc3CN2C(C)=O)c1 (stereo not drawn),219,102,-0.5,-0.1,-2,0.6,-6,-2,0.7,-5,-11
CCCCCC(=O)NC(NC(=S)NC1CCS(=O)(=O)C1)C(Cl)(Cl)Cl (stereo not drawn),3,99,0.3,3.1,6,0.1,-7,0,1.2,7,-22
Cc1cc(C)cc(-n2c(C)nc3cc(C(=O)O)ccc32)c1,9,100,-0.2,0.6,-8,0.6,17,12,-3.5,0,-4
CCC(C)c1ccc(C(C)NC(=S)NC2CCCCC2)cc1 (stereo not drawn),15,.,6.8,3.1,7,11*,-19,-1,3.3,-10,-94
Fc1ccc(-c2ccnc3nc(N4CCN(c5ccccc5)CC4)nn23)cc1,-6,103,-1.3,0.6,8,-2.1,6,0,-1.4,2,-1
CC1Sc2ccc(S(=O)(=O)N3CCC(C(=O)NCc4ccccc4)CC3)cc2NC1=O (stereo not drawn),37,.,2.5,2.3,-12,-0.6,10,-3,-1.9,-8,-9
O=C1c2cccc3c([N+](=O)[O-])c(O)cc(c23)C(=O)N1Nc1ccccc1,-27,103,2.3,1.6,4,3.4,11,-3,-2.2,8,10
COc1ccc(C2NC(=S)NC(C)=C2C(=O)c2ccccc2)cc1OC (stereo not drawn),3,96,-0.1,4.6,-3,-0.9,18,2,-3.0,-8,15
CCN(CC)Cc1c(NC(=O)c2ccccc2)sc(C)c1C,125,95,6.3,10,7,5.2,-14,1,2.7,47,-31
Cc1ccc(SCC(=O)Nc2ccccc2N2CCOCC2)cc1,19,106,7.4,1.9,-7,-0.5,-8,0,1.6,-5,-21
Cc1cccc(C(=O)N[C@H](C(=O)OCC(=O)NC2CCS(=O)(=O)C2)C(C)C)c1 (stereo partly drawn),210,103,0.9,4.0,-7,-2.0,-1,-4,0.3,6,4
COc1ccc(-c2nc(CC(=O)O)cs2)cc1,-1,106,2.5,2.4,6,0.2,9,-2,-2.2,2,-22
Cc1ccc(S(=O)(=O)CCc2nnc(NC(=O)COc3cccc(C)c3)s2)cc1,-4,101,0.4,2.0,-18,1.1,-12,-1,2.1,-52,-2
O=C(Nc1cccnc1)c1ccc2c(c1)C(=O)N(CC1CCCO1)C2=O (stereo not drawn),11,87,3.5,4.7,-8,2.8,17,3,-2.6,3,22
CC1C(=O)NN=C1c1ccc([N+](=O)[O-])cc1 (stereo not drawn),.,102,.,3.9,-9,.,15,2,-3.5,-2,9
O=C(O)/C=C/C(=O)c1ccc2c(c1)CCc1ccccc1-2,-26,99,2.7,0.3,-8,1.6,-9,-3,1.4,6,96*
Cc1cc(C)c(OCC(=O)OCCNC(=O)c2cccnc2)c(C)c1,197,78,-0.2,3.5,-15,0.0,20,-3,-3.9,-14,11
COCCn1nc2cc(C(=O)NCC34CC5CC(CC(C5)C3)C4)ccc2c1OC,1,100,4.6,3.8,-4,-2.1,12,-4,-2.5,39,8
CC(=O)c1cnc2c(-c3ccccc3)c(C)nn2c1C,5,82,2.8,2.2,-5,-2.2,8,3,-1.4,-9,-7
Cc1ccc(S(=O)(=O)NC(=O)CSc2nc3ccccc3s2)cc1,10,104,0.6,2.6,-9,-2.7,-2,8,0.4,12,4
O=C(/C=C/c1ccc(Cl)cc1)N1CCN(c2ccccn2)CC1,0,99,1.9,3.1,-2,0.3,9,-2,-1.4,0,13
CC(C)(C)NCC(O)COc1c(F)cc(Br)cc1F (stereo not drawn),0,102,-0.2,2.5,0,-1.3,-3,-4,0.5,17,-2
CCOc1ccc(NC(=O)CSc2nc(-c3cccs3)cc(C(F)(F)F)n2)c([N+](=O)[O-])c1,-7,100,0.4,0.9,-10,1.2,6,3,-1.4,16,-63
O=C(c1cccc(S(=O)(=O)N2CCc3ccccc3C2)c1)N1CCN(c2ccccc2)CC1,-5,100,0.8,0.1,-2,-1.4,7,-5,-1.3,-4,-13
COc1ccc(C2=CSC3=NCCN23)cc1[N+](=O)[O-],-22,106,4.5,2.2,-5,2.1,9,20,-1.8,-2,-36
O=C(CN1CCC(NC(=O)Nc2ccc(F)cc2)CC1)Nc1ccccc1[N+](=O)[O-],-2,97,-2.0,3.1,-9,1.1,-54,17,7.6,2,-8
COc1ccc(S(=O)(=O)CC(=O)Nc2ccccc2Cl)cc1,-10,96,2.3,3.0,-9,2.1,4,-1,-0.9,-11,8
COC(=O)c1cc(OC)c(OC)cc1NC(=O)CSc1ccc(C)cc1,-23,97,-0.2,0.3,-3,1.1,8,0,-1.5,-5,12
Cc1nc(SCc2ccc([N+](=O)[O-])cc2)n[nH]1,5,110,2.5,0.6,-4,-0.8,15,1,-3.3,12,21
CC(=C1C(=O)c2ccccc2C1=O)N1CCc2ccccc2C1,-12,102,1.3,1.6,1,-1.1,3,-1,-0.6,-3,-19
CN=c1scc(-c2ccc(F)cc2)n1/N=C/c1ccc(O)c(O)c1,.,105,.,8.2,-1,.,-26,-5,4.6,13,20
Cn1cnnc1SCC(=O)c1cccc([N+](=O)[O-])c1,.,100,2.0,0.6,-7,-1.7,3,-13,-0.6,8,5
COc1cccc(OCc2nnc3n2N=C(c2ccccc2)C(CC(=O)O)S3)c1 (stereo not drawn),0,111,0.5,1.4,6,0.6,11,-7,-2.1,-4,-84

# Structural class, those above with bromine
SMILES,Mot1-301 SUMO,Pemphigus Ab inh,AddAB inh,phage Ecoli inh,PKA-R1A act,E coli growth,OPRM1-OPRD1 inv,Tat export inh,OPRM1-OPRD1 ag,Arr AP2 block,PfHsp90 yeast 2
CC1CN(C(=O)c2cc3cc(Br)ccc3[nH]2)CC(C)O1 (stereo not drawn),13,101,-0.7,-1.8,-3,1.6,3,6,-0.6,29,23
CC(C)(C)NCC(O)COc1c(F)cc(Br)cc1F (stereo not drawn),0,102,-0.2,2.5,0,-1.3,-3,-4,0.5,17,-2

# Further structures follow.
SMILES,Mot1-301 SUMO,Pemphigus Ab inh,AddAB inh,phage Ecoli inh,PKA-R1A act,E coli growth,OPRM1-OPRD1 inv,Tat export inh,OPRM1-OPRD1 ag,Arr AP2 block,PfHsp90 yeast 2
CC1CCN(CC(=O)N2CCN(c3ccccc3)CC2)CC1,5,96,0.8,3.3,-4,-1.8,-5,-1,1.1,-5,8
CCN(CC)C(=O)Cn1cc(C(=O)C(=O)NCc2cccnc2)c2ccccc21,9,100,2.3,2.8,-1,2.2,14,-7,-2.7,-10,7
COc1ccc([C@@H]2CC=C(C(=O)O)[C@H](c3ccccc3)N2S(=O)(=O)c2ccccc2C)cc1,268,115,1.1,1.0,3,-3.0,16,-2,-2.8,-1,-7
COc1cc(NC(=O)C2CCN(S(=O)(=O)c3ccc4c(c3)CC(C)N4C(C)=O)CC2)cc(OC)c1OC (stereo not drawn),3,102,0.4,4.1,-4,-1.2,2,-5,-0.4,2,12
CN(Cc1ccccc1)c1nc2c(c(=O)[nH]c(=O)n2C)n1CCCSc1ncccn1,34,.,0.8,1.9,1,-0.6,0,1,0.1,30,-13
CSCC[C@H](NC(=O)OC(C)(C)C)c1nnc(SCc2ccccc2)o1,-13,101,3.3,1.5,2,0.2,10,7,-2.5,30,-14
CCN1CCCC1CNC(=O)C(=O)NC1CC1 (stereo not drawn),-14,81,1.3,4.3,4,-0.2,17,3,-3.4,16,-15
C=CCN(C(=O)c1ccccc1)C1CCS(=O)(=O)C1 (stereo not drawn),7,95,1.0,1.8,-15,0.6,14,0,-2.4,-15,-6
CN(Cc1ccccc1)S(=O)(=O)c1ccc2[nH]c(=O)oc2c1,52,101,-0.7,1.3,5,-0.1,7,5,-1.2,2,-9
CS(=O)(=O)N(CC(=O)N1CCN(Cc2ccccc2)CC1)c1ccccc1F,-8,115,3.0,0.2,6,-0.6,11,-6,-2.1,5,-5
CC(C)c1nc(SCC(=O)N2CC(=O)Nc3ccccc32)c2ccccc2n1,-13,100,6.1,1.6,-6,1.3,4,0,-0.7,-14,-5
CSc1ccc(CN2C(=O)NC3(CCCCC3)C2=O)cc1,8,98,5.5,5.1,6,0.4,7,-2,-1.4,38,-7
COc1ccc(C(=O)Nc2cc3c4c(c2)C(C)C(=O)N4CCC3)cc1OC (stereo not drawn),-7,96,-0.6,4.6,6,0.4,8,14,-1.2,-9,8
COc1ccc([N+](=O)[O-])cc1N(CC(O)CN1CCCCC1)S(=O)(=O)c1ccc(C)cc1 (stereo not drawn),-17,97,2.9,4.3,3,-0.1,7,-11,-1.4,8,19
CCOC(=O)C1CCN(C(=O)c2cc3c(=O)n4ccccc4nc3n2C)CC1,14,84,0.3,2.6,1,-1.4,4,-8,-0.7,26,-12
Cc1ncc([N+](=O)[O-])n1CCOC(=O)NC(NCc1ccccc1Cl)C(Cl)(Cl)Cl (stereo not drawn),-8,102,6.0,0.7,-5,-1.9,-9,6,1.8,8,-12
COc1cccc(OCC(O)CN2CCN(C(c3ccccc3)c3ccccc3)CC2)c1 (stereo not drawn),-14,104,0.6,1.3,6,2.3,-27,9,5.3,18,6
O=C(c1cccs1)c1coc2ccc(O)c(CN3CCOCC3)c12,9,104,-1.6,0.8,-5,0.7,16,1,-3.8,8,-6

# High-throughput results from PubChem.
